# Source: PubChem BioAssay (National Center for Advancing Translational Sciences (NCATS))
# AMA1 RON2 block = qHTS for Inhibitors of AMA1-RON; Towards Development of Antimalarial Drug Lead: Primary Screen; Plasmodium falciparum AMA1 (3D7) - RON2 peptide interaction; AlphaScreen AMA1-biotinylated RON2 peptide binding; Potency, µM (doses to about 58.2 µM), for the others: at the top dose activity change, negative = inhibition, hits mostly inhibitors; 360,000 compounds, 0.2% hits; AID 720542, 2013;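 further: potency means the concentration at half of the fitted maximal effect; 0% = vehicle wells and -100% = peptide control; nearly all actives have a fitted effect of over 45% in size; some results filed as inactive show a strong effect at the top dose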
#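 AMA1 (3D7) with his tag at 25 nM final met compounds first, then biotinylated RON2 peptide at 25 nM; detection used donor plus acceptor beads, 10 µg/mL apiece, read by AlphaScreen after 30 min at room temperature.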
# HCMV antiviral = qHTS Assay for inhibitors of the human cytomegalovirus (HCMV) | HFF cells, HCMV-luciferase reporter, 72 h; active compounds read low | activity change, negative = inhibition, % at 57.5 µM | 410,000 compounds, 4.5% hits | AID 1259415, 2018; in the data active means activity change below about -60%; inconclusive means no clear call, values can overlap the other calls; inactive means above about -39%
#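 Two compound doses tested in HFFs infected with HCMV-luciferase, MOI 1 PFU/cell, 72 h at 37C. Lysate luminescence read with OneGlo; data normalized against buffer-only and 10uM Salinomycin inhibitor controls.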
# AmpC detergent = qHTS Inhibitors of AmpC Beta-Lactamase (assay with detergent). P00811. AmpC hydrolysis of nitrocefin, absorbance 480 nm, 0.01% Triton. Potency, µM (doses to about 114 µM), for the others: at the highest dose activity change, negative = inhibition, hits mostly inhibitors. 370,000 compounds, 0.041% hits. AID 485294, 2010;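 further: potency means the concentration at half of the fitted maximal effect; 0% = no-compound wells and -100% = no-enzyme wells; nearly all actives have a fitted effect of over 25% in size; some results filed as inactive show a strong effect at the top dose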
# Target sequence (P00811 whole entry, looked up): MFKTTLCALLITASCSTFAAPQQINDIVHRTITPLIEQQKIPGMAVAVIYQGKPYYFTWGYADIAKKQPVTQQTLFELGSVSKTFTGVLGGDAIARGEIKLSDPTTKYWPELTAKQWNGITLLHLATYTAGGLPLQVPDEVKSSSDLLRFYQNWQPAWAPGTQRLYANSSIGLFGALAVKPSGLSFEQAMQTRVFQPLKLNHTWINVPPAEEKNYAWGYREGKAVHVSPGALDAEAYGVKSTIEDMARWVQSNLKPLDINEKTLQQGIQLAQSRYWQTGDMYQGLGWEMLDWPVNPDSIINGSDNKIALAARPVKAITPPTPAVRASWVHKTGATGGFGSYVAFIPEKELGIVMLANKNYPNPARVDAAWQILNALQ
#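 20 mM phosphate pH 7.0 + 0.01% (detergent screen) or 0.0001% Triton X-100; 5.3 nM AmpC reagent; cpd preinc 15 min RT; nitrocefin (800 uM stock) to start; A480 q20 s × 4 min; Activity was normalised to no-enzyme and no-compound control wells.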
# Sm TGR inh = qHTS Assay for the Inhibitors of Schistosoma Mansoni Peroxiredoxins. 360,000 compounds, 3% hits. Potency, µM (titrated, usually from 114 µM), without a hit: at the highest dose activity change, negative = inhibition, actives largely listed as inhibitors. purified TGR, DTNB reduction, TNB absorbance 405 nm. AID 485364, 2010; further: potency means the concentration at half of the fitted maximal effect; nearly all actives have a fitted effect of over 60% in size
#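 TGR 20 nM + NADPH 100 uM (dispensed conc.), cpd preinc 15 min RT; start with NADPH (500 uM addition) then DTNB (15 mM addition). Kinetic TNB absorbance, 405 nm filter. Four-parameter Hill fit across titration.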
# AmpC no deterg = qHTS Inhibitors of AmpC Beta-Lactamase (assay without detergent). P00811. AmpC nitrocefin hydrolysis, absorbance 480 nm, 0.0001% Triton. Potency, µM (series often up to 57.1 µM), without a hit: at the highest dose activity change, negative = inhibition, usual class: inhibitors. 330,000 compounds, 0.52% hits. AID 485341, 2010;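 further: potency means the concentration at half of the fitted maximal effect; plate controls were no compound for no effect and no enzyme for full effect; nearly all actives have a fitted effect of over 20% in size; some results filed as inactive show a strong effect at the top dose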
#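 AmpC (5.3 nM in the dispensed reagent) in 20 mM phosphate pH 7.0 with 0.01% (detergent screen) or 0.0001% Triton X-100 was preincubated with compounds for 15 min at room temperature. Nitrocefin was then added from an 800 uM solution, and hydrolysis was followed at 480 nm.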
# Tb PYK inh = qHTS of Trypanosoma Brucei Inhibitors. pyruvate kinase (Trypanosoma brucei), Q57TT1. TbPYK enzyme, Kinase-Glo Plus ATP luminescence, 45 min. Potency, µM (top dose mostly 76.8 µM), without a hit: at the highest dose activity, negative = inhibition, hits mostly inhibitors. 410,000 compounds, 0.12% hits; further: potency means the concentration at half of the fitted maximal effect; nearly all actives have a fitted effect of over 50% in size
#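 Screened from lowest to highest concentration, compounds were pinned into TbPYK/substrate mixtures, and ADP (130 uM final) was added. Plates sat at room temperature for 45 min prior to Kinase-Glo Plus detection by luminescence.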
# LmPK inh = qHTS Assay for Inhibitors of Leishmania Mexicana Pyruvate Kinase (LmPK) | Q27686 | purified LmPK, Kinase-Glo ATP luminescence, 1 h | Potency, µM (top dose mostly 57.5 µM), without a hit: at the top dose activity change, negative = inhibition, hits mostly inhibitors | 290,000 compounds, 0.37% hits | AID 1721, 2009; further: potency means the concentration at half of the fitted maximal effect
# Target sequence (Q27686 whole entry, looked up): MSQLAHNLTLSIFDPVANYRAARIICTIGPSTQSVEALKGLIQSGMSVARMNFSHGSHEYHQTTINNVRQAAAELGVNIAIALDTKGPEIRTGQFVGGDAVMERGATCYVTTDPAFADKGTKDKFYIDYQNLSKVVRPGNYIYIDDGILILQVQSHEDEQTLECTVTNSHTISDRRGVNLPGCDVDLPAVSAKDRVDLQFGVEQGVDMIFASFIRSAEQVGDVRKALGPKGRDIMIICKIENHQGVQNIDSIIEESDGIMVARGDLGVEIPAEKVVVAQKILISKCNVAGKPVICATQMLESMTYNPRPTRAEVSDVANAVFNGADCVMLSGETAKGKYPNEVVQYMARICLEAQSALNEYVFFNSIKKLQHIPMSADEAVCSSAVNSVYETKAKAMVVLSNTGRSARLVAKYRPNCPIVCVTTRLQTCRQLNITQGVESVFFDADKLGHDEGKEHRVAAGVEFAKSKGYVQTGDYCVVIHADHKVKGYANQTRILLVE
#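 In 50 mM imidazole pH 7.2 with 7 mM MgCl2, LmPK (0.1 nM) turned over PEP (0.5 mM) and ADP (0.1 mM) for 1 h at room temperature. Luciferase read-out of ATP.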
# * hit, by the source's call; ? = inconclusive; nt = no result given; & = joins results of further samples; [ ] = dose if it differs, or a comment. Unless noted, the call rests on the fitted dose curve; in most records, active means well fitted curve in the direction sought with a large enough effect; inconclusive means small, poorly fitted or top-dose-only effect, or another doubt; inactive means no such curve, though single readings can be large; an effect the other way counts as inactive or inconclusive. Unless noted, on the % scale 0 is the no-effect control and ±100 the full control effect.
SMILES,AMA1 RON2 block,HCMV antiviral,AmpC detergent,Sm TGR inh,AmpC no deterg,Tb PYK inh,LmPK inh
CCCCN(C(=O)c1ccc2c(c1)NC(=O)CS2)c1ccccc1,3%,-100*,2%,-2%,-13%,-3%,nt
Cc1ccc(CNC(=O)c2c[nH]c3ccc(S(=O)(=O)N4CCOCC4)cc3c2=O)cc1,nt,-12,2%,3%,nt,-1%,nt
Cc1nnc(SCCn2c(N3CCCCCC3)nc3c2c(=O)[nH]c(=O)n3C)s1,17%,-2,-8%,-2%,-9%,-1%,1%
COc1cccc2c1C(=O)c1c(O)c3c(c(O)c1C2=O)CC(O)(C(C)=O)CC3OC1CC(N(C)C)C(O)C(C)O1 (stereo unspecified),-16%,-98*,nt,nt,nt,-21%,nt
Cc1noc(C)c1C(=O)Nc1nc(-c2cc(F)ccc2F)cs1,-20%,-8,?,4%,-3%,-4%,nt
CCOC(=O)C1CSC(CC(=O)Nc2ccc(OC(F)(F)F)cc2)C(=O)N1 (stereo unspecified),1%,6,-5%,0%,17%,1%,9%
COc1ccc(CN2C(=O)c3ccccc3C2=O)cc1C(=O)O,-10%,-10,-8%,1%,-15%,2%,-4%
CC(C)(C)C(=O)c1cn(CC(=O)NCc2ccc3c(c2)OCO3)c2ccccc12,13%,11,-9%,6%,-36%,-6%,6%
CCN(c1ccccc1)S(=O)(=O)c1ccc(NC(=O)C(C)(C)C)cc1,-1%,-3,0%,-8%,-25%,-1%,7%
CC(C)(Oc1ccc(Cl)cc1)C(=O)OCc1nc2ccsc2c(=O)[nH]1,7%,-21,?,6%,-15%,-8%,nt
Cc1ccc(-c2nc3ncccc3o2)cc1NC(=O)c1cc2ccccc2o1,1%,-6,-14%,-25%[11.4 µM],-15%,3%,12%
COc1ccccc1NS(=O)(=O)c1ccc(C)c(NC(=O)NC2CCCCC2)c1,-4%,1,4%,4%,-18%,-7%,5%
O=C(COC(=O)c1ccccc1Oc1ccccc1)NC1CC1,-13%,6,-6%,-6%,-3%,3%,-2%
O=C(C1COc2ccccc2O1)N(Cc1cccnc1)c1nc2ccc(Cl)cc2s1 (stereo unspecified),nt,5,-2%,0%,nt,-10%,nt
Cc1c(NS(=O)(=O)c2cccs2)cccc1-c1nc2cccnc2s1,-5%,-32,2%,5%,-44%,0%,2%
O=C(NCc1ccccc1)C1=C[C@@H](C2CCCCC2)C[C@@H](OCc2ccc(CO)cc2)O1,26%,-86*,-5%,-6%,-21%,0%,1%
CCOC(=O)CC(NC(=O)CCc1c(C)nc2ncnn2c1C)c1ccc(OC(C)C)cc1 (stereo unspecified),31%[activator],0&0,3%&4%,0%&-8%,-2%,1%&10%,-4%
COc1ccc(Cc2nnc(N/N=C/c3ccc(Br)cc3)[nH]c2=O)cc1OC,8%,-20,-6%,2%,-24%,15%,-1%
O=Cc1ccc(OC2OCCOC2Oc2ccc(C=O)cc2)cc1 (stereo unspecified),6%,36,-3%,-3%,-27%,2%,-1%
COc1cccc(Nc2nc(-c3sc(N)nc3C)cs2)c1,71%[activator],-1,0%,0%,-22%,-3%,-6%
Cn1c(N2CCN(C(c3ccccc3)c3ccccc3)CC2)nc2ccccc21,-16%,-25,-1%,12%,-5%,4%,-6%
CCCCNC(=O)O[C@@H]1C[C@H]2CCCC(=O)N3CC[C@@H](C1)[C@@H]23,0%,-22,-9%,0%,-10%,-4%,-1%
CCC(=O)N1CCN(c2nc(-c3ccccc3)c3c(c2C#N)CCCC3)CC1,6%,-36,-9%,-22%,156%[activator],-1%,4%
CC(=O)CC1=NC(C)(C)Cc2ccccc21,-3%,-14,6%,20%,11%,1%,-12%
COc1ccc2[nH]c3c(c2c1)CCN1C(=O)C(CC(=O)NC(C)(C)C)C[C@H](C(=O)N2CCOCC2)[C@@]31CCC1CCCC1 (stereo partly specified),-3%,-32,nt,nt,181%[activator],-3%,nt

# The list goes on (2 carried over from the part before).
SMILES,AMA1 RON2 block,HCMV antiviral,AmpC detergent,Sm TGR inh,AmpC no deterg,Tb PYK inh,LmPK inh
CC(=O)CC1=NC(C)(C)Cc2ccccc21,-3%,-14,6%,20%,11%,1%,-12%
COc1ccc2[nH]c3c(c2c1)CCN1C(=O)C(CC(=O)NC(C)(C)C)C[C@H](C(=O)N2CCOCC2)[C@@]31CCC1CCCC1 (stereo partly specified),-3%,-32,nt,nt,181%[activator],-3%,nt
COc1ccc(N(C(=O)c2ccco2)S(=O)(=O)c2ccccc2)cc1,-1%,9,0%,-29%,-3%,1%,16%
CCOC(=O)Cc1nnc(NC(=O)C23CC4CC(CC(C4)C2)C3)s1,14%,3,-1%,13%,13%,-1%,6%
C/C(=N\Nc1nc(C(=O)O)cs1)c1ccccc1,-3%,?,2%,0%,-25%,-2%,4%
COc1ccc(N2CCN(c3nc(-c4cccs4)nc4ccccc34)CC2)cc1,?,?,0%,-2%,-11%,0%,-2%
CC(=O)Cc1nsc(NC(=O)c2ccc(-c3ccc(F)cc3)o2)n1,43%[activator],?,4%,nt,-23%,13%,3%
O=C(COc1ccc(Cl)cc1)Nc1cccc(-c2ccc3nncn3n2)c1,-29%,-16,2%,0%,-4%,6%,-3%[11.5 µM]
CN(C)c1ccc(NC(=O)C2C3C=CC(C3)C2C(=O)O)cc1 (stereo unspecified),-9%,-13,-4%,?,-17%,-17%,3%
C[C@H](CO)N1C[C@H](C)[C@@H](CN(C)S(=O)(=O)c2cn(C)cn2)Oc2ccc(NC(=O)NC3CCCCC3)cc2C1=O,13%,3,nt,nt,92%[activator],0%,nt
O=S1(=O)CC(N2CCSCC2)CN1Cc1cn(Cc2ccc(F)cc2)nn1 (stereo unspecified),16%,-4,nt,nt,nt,1%,nt
COc1ccc(-c2cc(C(F)(F)F)nc(-n3nc(C(F)(F)F)cc3C)n2)cc1,nt,-22,16%,-4%,nt,-5%,nt
CCOC(=O)c1c(C)[nH]c(C(=O)CC(=O)OC)c1C,-2%,-25,6%,nt,2%,1%,4%
O=C(c1cccc(S(=O)(=O)N2CCN(c3ccc(F)cc3)CC2)c1)N1CCN(c2ccccc2O)CC1,-3%,-31,nt,nt,nt,-19%,nt
Cn1c(NCc2c(O)ccc3ccccc23)nc2ccccc21,-14%,47,4%,0%,-45%,1%,7%
Cc1oc(-c2ccc(Cl)cc2)nc1CS(=O)CC(=O)NC(C)c1ccccc1 (stereo unspecified),-4%,-34,-3%,8.9µM*,138%[activator],5%,-4%
CCNC(=O)/C(=C\c1ccc2c(c1)OCO2)NC(=O)c1ccc(Br)cc1,-1%,-5,1%,-28%,1%,4%,-1%
CC(CCc1ccccc1)NC(=O)COC(=O)c1cccc(N(C)C)c1 (stereo unspecified),-15%,-4,-14%,-8%,-1%,0%,-3%
O=C(c1cc2ncc(CCCl)cn2n1)N1CCCCCC1,-2%,-35,-3%,-17%,-10%,2%,-8%
O=C(Nc1cccc(NC(=O)c2ccco2)c1)c1ccc([N+](=O)[O-])cc1,-19%,-32,-2%,5%,-11%,-3%,1%
CNC(=S)N1CCN(c2nc(-c3ccc(F)cc3)cs2)CC1,12%,?,1%,-16%,25%,-6%,2%
Cc1ccc(N=c2c([N+](=O)[O-])nn(-c3ccc4c(c3)OCCO4)n2O)cc1F,10%,-85*,1%,-36%,?,-6%,12%
O=C(Nc1c(Cl)cccc1Cl)c1cc(-c2cccc(O)c2)on1,nt,-8,18%,17%,nt,-3%,nt
CCC(=O)OCCn1c(Br)nc2c1c(=O)[nH]c(=O)n2C,-18%,46,-14%,12%,-10%,1%,-7%
O=S(=O)(c1ccc(SCCO)nc1)N1CCCC1,1%,16,?,-1%,-20%,0%,-4%
CCOc1ccc(NC(=O)CN(C)C(=O)C2CC(=O)N(c3ccc4c(c3)OCCO4)C2)cc1OCC (stereo unspecified),59%[activator],-6,?,-8%,25%,-3%,nt
CC(=O)c1cc2c(cc1NC(=O)CCCC(=O)O)OCO2,2%,-37,1%,-15%,-18%,4%,-3%
# The results go on.
SMILES,AMA1 RON2 block,HCMV antiviral,AmpC detergent,Sm TGR inh,AmpC no deterg,Tb PYK inh,LmPK inh
C=CCNC(=O)CSc1nnc(-c2ccc(S(=O)(=O)N3CCCC3)cc2)n1C,9%,-22,-12%,-7%,0%,-2%,6%
O=C(COc1ccccc1[N+](=O)[O-])N(C1CCCCC1)C1CCS(=O)(=O)C1 (stereo unspecified),6%,-24,-13%,-5%,-2%,0%,nt
CN1CCN(S(=O)(=O)c2ccc(Nc3cccc(Cl)c3)c([N+](=O)[O-])c2)CC1,?,0,4%,-19%,158%[activator],0%,nt
Cc1cc(=O)[nH]c(N/N=C/c2cn(CCC#N)nc2-c2ccccc2)n1,125%[activator],5,-5%,0%,-14%,4%,0%
S=C1NC2(CCCCCC2)N=C1c1ccccc1,16%,5,7%,2%,-23%,-2%,-3%
O=C(Nc1nccs1)c1ccc([N+](=O)[O-])cc1,137%[activator],3,3%,4%,88%[activator],1%,6%
Cc1ccc(Oc2nccc(-c3ccc(Cl)cc3)n2)cc1,21%,-23,1%,-9%,-7%,5%,-4%
CC(=O)Nc1cccc(-c2ccnc3c2CC(C(=O)Nc2ccc(F)c(Cl)c2)O3)c1 (stereo unspecified),-20%,-18,nt,nt,nt,-7%,nt
CC(C)C(=O)Nc1cccc(C(=O)Nc2nncs2)c1,1%,19,-22%,1%,-21%,2%,0%
CCNC(=O)CC1C(=O)N(c2ccccc2)C(=O)N1CCC(C)C (stereo unspecified),4%,-6,1%,3%,-3%,-7%,3%
CCOc1ccc(S(=O)(=O)c2cn(Cc3ccc(C)cc3)c3ccc(OC)cc3c2=O)cc1,nt,5,-1%,-5%,nt,-10%,nt

# Some of the entries so far, bar-delimited.
SMILES | AMA1 RON2 block | HCMV antiviral | AmpC detergent | Sm TGR inh | AmpC no deterg | Tb PYK inh | LmPK inh
Cc1cc(=O)[nH]c(N/N=C/c2cn(CCC#N)nc2-c2ccccc2)n1 | 125%[activator] | 5 | -5% | 0% | -14% | 4% | 0%
S=C1NC2(CCCCCC2)N=C1c1ccccc1 | 16% | 5 | 7% | 2% | -23% | -2% | -3%
